# Source: PubChem
# EP2 antag = blocks the human prostaglandin E2 receptor EP2; P43116; C6 glioma cells expressing human EP2, cAMP TR-FRET; cells stimulated with saturating PGE2; inhibition, % at 25 µM; 0.52% of 260,000 active;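 active means percent inhibition above 40 after rounding to a whole number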;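 further: rat C6 glioma host cells with rolipram phosphodiesterase inhibitor present; the protocol text gives 20 µM as final concentration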
# Target sequence (P43116 whole entry, looked up): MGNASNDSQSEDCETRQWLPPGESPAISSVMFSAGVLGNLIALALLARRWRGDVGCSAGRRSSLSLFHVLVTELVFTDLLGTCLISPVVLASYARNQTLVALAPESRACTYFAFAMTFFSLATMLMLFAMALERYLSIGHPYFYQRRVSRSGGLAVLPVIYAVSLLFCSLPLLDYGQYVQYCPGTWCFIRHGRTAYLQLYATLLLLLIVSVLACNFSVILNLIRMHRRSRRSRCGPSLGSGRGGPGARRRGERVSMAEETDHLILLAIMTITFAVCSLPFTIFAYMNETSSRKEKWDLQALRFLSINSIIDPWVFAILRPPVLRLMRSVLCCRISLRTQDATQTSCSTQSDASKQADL
# NPY1 pot ag = potentiators or agonists of human neuropeptide Y receptor Y1; NPY-Y1 expressing cells, potentiator/agonist activation; P25929; AID 1304; activation, % at 3.6 µM; 0.37% of 220,000 active; in the data active means activation above about 33%, passing the limit was not always enough;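 further: cells stimulated with NPY at EC10 then isoproterenol at EC100; 0% = low agonist plus stimulus and 100% = saturating agonist plus stimulus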
# NPY-Y1 antag = blocks the human neuropeptide Y Y1 receptor; P25929; HEK293-CNG Y1 cells, membrane potential fluorescence; NPY at EC95, then isoproterenol; inhibition, % at 3.6 µM; 1% of 200,000 active;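 active means inhibition above the campaign mean inhibition of all tested compounds plus 3 SD, cut at about 20% in these data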;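 further: 0% = DMSO wells given NPY plus isoproterenol and 100% = isoproterenol alone without NPY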
#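 Material: Y1- and CNG-channel-expressing HEK293 cells / Probe or stimulus: NPY 25 nM then isoproterenol 1 µM plus Ro 20-1724 25 µM / Doses: 3.6 µM single dose, DMSO 0.4% / Schedule: compound incubation 1 h at room temperature, readout 45 min post-stimulation / Signal: membrane potential fluorescence / Benchmarks: isoproterenol-only wells as full block versus NPY-plus-isoproterenol wells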
# 14-3-3 Bad inh = disrupts binding of bovine 14-3-3 zeta to phospho-Bad peptide. P63103. TR-FRET 14-3-3zeta/Dy647-pBad peptide displacement, 1 h. inhibition, % at 21.7 µM. 0.71% of 220,000 active;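 active means inhibition above about 70%, limit read from the data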;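 further: 0% = full 14-3-3 plus peptide FRET controls and 100% = background without 14-3-3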
# CHOP inhibitor = CHOP inhibition in unfolded protein response; 3.8% of 220,000 active; inhibition, % at 10 µM; CHO-K1 CHOP-promoter luciferase, tunicamycin-induced, 15-18 h;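 active means compounds that reduced the stress-induced luciferase reporter signal by more than about 70% of percent inhibition, limit read from the data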;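 further: 0% = tunicamycin plus vehicle and 100% = wells without tunicamycin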
# PPC-1+TRAIL kill = kills PPC-1 cancer cells in the presence of TRAIL. PPC-1 cells + TRAIL, ATPLite viability luminescence. cell killing (% activity), % at 4 µM. 0.41% of 220,000 active;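 active means cell killing above 50% in the first pass at 4 µM, then a duplicate retest at 5 µM averaging 50% or more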;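 further: plate controls were cells with TRAIL plus DMSO for no effect and medium-only wells lacking cells for full effect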
# EP2 mod = modulators of human EP2 prostaglandin E2 receptor | P43116 | EP2-expressing cells, cAMP HTRF FRET, PGE2 co-stimulation | induction, % at 25 µM | 0.83% of 260,000 active | AID 940;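 active means compounds whose cAMP rise, as percent of the full-agonist control response, exceeds 60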;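 further: rat C6 glioma line stably carrying human EP2 under a CMV promoter; the protocol text gives 20 µM as final concentration; 100% = response of wells given 1 µM PGE2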
# TRPML3 ag = agonists of human TRPML3 channel; AID 1448; activation, % at 3 µM; 0.29% of 220,000 active; Q8TDD5; HEK293 TRPML3-YFP, Fluo-8 calcium fluorescence; 100% = the carbachol control signal;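 active means activation above its plate's cutoff, the mean activation of the plate's test wells plus 3 SD, cut at about 12% in these data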;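 further: 0% = DMSO only wells and 100% = carbachol wells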
# Target sequence (Q8TDD5 whole entry, looked up): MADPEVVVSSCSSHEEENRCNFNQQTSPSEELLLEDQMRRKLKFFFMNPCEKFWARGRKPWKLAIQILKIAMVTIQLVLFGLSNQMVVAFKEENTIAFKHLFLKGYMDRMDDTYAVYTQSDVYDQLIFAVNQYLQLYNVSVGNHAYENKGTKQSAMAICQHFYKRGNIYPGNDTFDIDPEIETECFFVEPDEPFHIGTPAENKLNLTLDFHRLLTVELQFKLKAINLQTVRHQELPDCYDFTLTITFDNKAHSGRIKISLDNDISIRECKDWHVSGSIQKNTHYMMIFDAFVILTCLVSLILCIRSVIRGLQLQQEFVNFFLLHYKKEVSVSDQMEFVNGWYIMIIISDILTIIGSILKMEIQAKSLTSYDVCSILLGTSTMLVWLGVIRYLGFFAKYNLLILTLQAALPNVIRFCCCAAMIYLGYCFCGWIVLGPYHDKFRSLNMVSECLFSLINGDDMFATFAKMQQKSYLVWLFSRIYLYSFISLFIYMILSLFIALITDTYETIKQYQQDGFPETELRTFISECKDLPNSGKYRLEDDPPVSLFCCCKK
#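 Material: HEK293 cells stably carrying human TRPML3-YFP; compound dosing: single dose, 3 µM final nominal compound, 0.3% DMSO final; incubation: 1-h 37 °C dye load, 5-s basal, 120-s post-compound reads; technique: Fluo-8 intracellular calcium fluorescence, excitation 470-495 nm, emission 515-575 nm; read-out basis: percent activation from peak-to-basal fluorescence ratio, scaled between DMSO and carbachol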
# zfTRPN1 agonist = agonists of zebrafish TRPN1 channel; HEK293 zebrafish TRPN1-YFP, Fluo-8 calcium fluorescence; 100% = response to 87 µM carbachol; activation, % at 3 µM; 0.18% of 220,000 active; AID 1424;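 active means activation above its plate's cutoff, the mean activation of test wells on that plate plus 3 SD, cut at about 19% in these data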;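 further: 0% = DMSO alone and 100% = 87 µM carbachol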
#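 System: zebrafish TRPN1-YFP in HEK293 cells / Dosing: 3 µM single point / Timing: dye loading 1 h at 37 °C, then 30 min room temperature / Signal: Fluo-8 calcium fluorescence, excitation 470-495 nm, emission 515-575 nm / Read-out basis: percent activation from peak over basal fluorescence ratio, control-normalized / Control set: high carbachol 87 µM, low DMSO alone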
# The depositor's hits bear a star; . = no result given; & = joins results of further samples; [ ] = dose if it differs, or a comment. Only part of the results is shown; the hit share may differ from the screen's.
SMILES,EP2 antag,NPY1 pot ag,NPY-Y1 antag,14-3-3 Bad inh,CHOP inhibitor,PPC-1+TRAIL kill,EP2 mod,TRPML3 ag,zfTRPN1 agonist
O=C1CSC(c2ccccc2)N1Nc1nc(N2CCOCC2)nc(N2CCOCC2)n1 (configuration not stated),13,-7,0,-8,-35,15,-16,0.8,3.1
NC(=O)c1ccccc1NC(=O)/C=C/c1cccc(Cl)c1,10,6,-3,-14,-25,14,8,-0.6,-0.1
O=C(N[C@@H](Cc1c[nH]c2ccccc12)C(=O)O)c1ccccc1Cl,7,-21,0,0,-4,-10,-15,0.6,0.0
O=C1NC(CCc2ccccc2)C(=O)N1CCOc1ccccc1 (configuration not stated),7,-7,3,-3,7,4,-32,0.4,1.4
COc1ccccc1C(=O)N1CCC(N2CCN(c3ccccc3)CC2)CC1,8,11,.,48,-4,-21,-3,0.6,-0.2
CC1(c2ccccc2Cl)NC(=O)N(CC(=O)NCCC2=CCCCC2)C1=O (configuration not stated),6,-4,-1,-8,-1,16,-42,-0.3,0.4
COc1ccc(OC(C)=O)c(C2c3cc(OC)c(OC)cc3CCN2C(C)=O)c1 (configuration not stated),16,-10,10,27,6,-2,6,1.1,0.0
O=C(CSc1nnc(-c2ccc(O)cc2)n1-c1ccccc1)CC(=O)Nc1ccccc1,4,3,-6,10[fluorescence artefact?],14,23,-20,-0.2,-0.5
O=C(C1CCCN(S(=O)(=O)Cc2ccccc2)C1)N1CCc2ccccc21 (configuration not stated),26&6,-1,2,-7,4,5,-55&-65,1.0,1.0
CCOC(=O)C1CCN(Cc2cn(C)nc2-c2ccc(Oc3ccccc3)cc2)CC1,3,-6,13,-4,-8,19,10,0.5,-0.1
Cc1ccc(S(=O)(=O)NCC(=O)NCc2ccncc2)cc1,8,-2,2,-4[fluorescence artefact?],17,11,33,0.4,0.5
CCOc1ccc(C(C)=O)cc1CSc1nnnn1-c1ccc(O)cc1,4,-5,6,-8,23,4,-10,0.3,-0.5
NC(=O)c1cccnc1,14,0,-2,-1,-1,3,6,0.5,0.6
COCCCNC(=O)c1ccc([N+](=O)[O-])c(Cl)c1,7,6,1,-21,-10,17,15,1.2,-0.7
C/C(=N\NC(N)=O)c1c(F)cccc1F,15,8,.,1,12,-6,6,0.4,-0.6
OCCN1CCN(CC(O)COCCOc2ccc(Br)cc2)CC1 (configuration not stated),6,12,4,33,-4,35,37,1.0,2.3
Cc1cc(NC(=O)COC(=O)CNS(=O)(=O)c2ccc(C)c(C)c2)no1,5,11,2,-8,4,33,16,0.7,0.3
OCC#CCSc1nnc(-c2ccncc2)o1,8,10,-3,-12,19,14,11,0.4,2.4
O=C(c1ccc(-n2cnnn2)cc1)N1CCOCC1,12,-1,2,4,-3,12,12,-0.3,1.2
CCOc1cc2[nH]c(=S)n(C3CCN(Cc4ccccc4)CC3)c(=O)c2cc1OCC,8,-1,3,-3,-13,-6,-4,0.8,1.2
O=C1CCCN1CN(C(=O)c1ccccc1)c1ccccc1,10,-2,5,-3,0,-1,3,0.9,0.5
CCCN1CCN(CCCNC(=O)CCNC(=O)Cn2ccc3ccccc3c2=O)CC1,12,32,1,-3,-17,10,-5,0.9,-0.9
CCCCCCSC1=C(C#N)C(c2ccc(O)cc2)CC(=O)N1 (configuration not stated),15,-8,2,-11,44,20,-32,-0.6,-0.6
N#CC(Sc1ccccn1)c1ccc(Cl)cc1 (configuration not stated),8,-3,0,1,-5,8,-17,-0.2,-0.8
NNC(=O)c1ccc(-c2ccccc2F)cc1,2,-10,.,-3,-5,12,-24,0.5,-1.5
Cc1ccc(NC(=O)c2noc3c2CCCCC3)cc1,3,-5,-4,-4,43,22,-3,0.1,0.2
O=C(NC1CCCCC1)C(c1ccncc1)N(C(=O)Cc1cccs1)c1ccccc1 (configuration not stated),2,20,-1,-3,-19,.,1,0.8,-0.2
CC1CCN(CCc2nc3cc(NC(=O)NC4CCCCC4)ccc3n2C)CC1,10,1,0,-6[fluorescence artefact?],-12,-10,-36,0.1,0.1
O=C(CP(=O)(O)CC(=O)c1ccccc1)c1ccccc1,7,3,1,-2,-12,-9,6,0.8,-0.1
CCCN1CNC(=S)N(c2ccccc2OCC)C1,2,13,4,3,15,19,9,0.6,-1.2
Cc1sc(NC(=O)CSc2nnnn2C)c(C#N)c1C,6,3,7,-3,0,6,9,-1.1,1.9
Cc1cc(C)nc(SCCS(=O)Cc2ccc(Cl)cc2)n1 (configuration not stated),-7,-19,-6,-5,23,3,4,0.1,-0.3
O=C(NCCC1=CCCCC1)NC12CC3CC(CC(C3)C1)C2,1,-24,11,-5,-8,11,-16,-0.5,-0.6
Cc1ccc(C(=O)Cn2cnc3ccccc3c2=O)cc1C,16,-7,6,-2,8,26,-28,0.7,1.0
Cc1onc(-c2c(Cl)cccc2Cl)c1C(N)=O,16,6,-5,11[fluorescence artefact?],42,18,19,1.0,0.8
O=C(CCC1CCCC1)Nc1ccc(C(=O)NCc2cccnc2)cc1,10,1,6,1,45,8,-12,0.6,-0.3
Cn1c(=O)oc2cc(S(=O)(=O)N3CCC(C(=O)Nc4ccc(OC(F)(F)F)cc4)CC3)ccc21,8,18,-2,12,12,-3,-8,0.8,-0.1
O=C(Nc1ccc2c(c1)CCC2)c1ccc(Cl)nc1,7,2,1,3,-2,-1,-32,0.1,-1.5
Cn1c(=O)c2c(-c3ccccc3)n(Cc3cccnc3)cc2n(C)c1=O,16,-36,1,-15,-4,3,17,0.5,1.1
Cn1c(Cc2cccs2)n[nH]c1=S,11,1,-6,-12,5,2,9,0.3,-0.1
O=C(O)c1ccc(N2C(=O)Nc3ccccc3N2O)cc1,6,4,4,3,4,8,33,1.3,0.9
CCN(CC)CCN(Cc1cc2cccc(C)c2[nH]c1=O)C(=S)Nc1ccccc1,1,-19,18,-18,25,3,-17,-0.1,-0.1
CCOc1ccc2nc(SC(CC)C(=O)Nc3cc(C)on3)sc2c1 (configuration not stated),10,-2,5,3,27,18,-24,-0.1,1.3
O=C(Nc1ccccc1C(=O)N1CCOCC1)c1ccco1,9,1,3,4,21,-6,11,0.8,0.3
COc1ccc(CN(CC2CCCO2)S(=O)(=O)c2ccc(C(=O)O)cc2)cc1OC (configuration not stated),6,-17,6,0,19,5,16,0.9,1.8
COc1ccc(N(C(=O)c2cccnc2)S(=O)(=O)c2ccc3c4c(cccc24)C(=O)N3C)cc1,8,-12,3,-3[fluorescence artefact?],41,15,27,0.4,1.6
Cn1c(C(=O)NCCOc2ccccc2Cl)cc(=O)n(C)c1=O,8,-2,-3,-10,2,3,-7,0.6,1.1
CN1CCC(=NNC(=O)c2ccco2)CC1,11,22,4,1[fluorescence artefact?],-13,-8,-1,0.1,-1.5

# 5 compounds from above, ordered by number of heavy atoms, falling.
SMILES,EP2 antag,NPY1 pot ag,NPY-Y1 antag,14-3-3 Bad inh,CHOP inhibitor,PPC-1+TRAIL kill,EP2 mod,TRPML3 ag,zfTRPN1 agonist
COc1ccc(N(C(=O)c2cccnc2)S(=O)(=O)c2ccc3c4c(cccc24)C(=O)N3C)cc1,8,-12,3,-3[fluorescence artefact?],41,15,27,0.4,1.6
CCN(CC)CCN(Cc1cc2cccc(C)c2[nH]c1=O)C(=S)Nc1ccccc1,1,-19,18,-18,25,3,-17,-0.1,-0.1
O=C(Nc1ccc2c(c1)CCC2)c1ccc(Cl)nc1,7,2,1,3,-2,-1,-32,0.1,-1.5
CN1CCC(=NNC(=O)c2ccco2)CC1,11,22,4,1[fluorescence artefact?],-13,-8,-1,0.1,-1.5
Cn1c(Cc2cccs2)n[nH]c1=S,11,1,-6,-12,5,2,9,0.3,-0.1

# Next part:
SMILES,EP2 antag,NPY1 pot ag,NPY-Y1 antag,14-3-3 Bad inh,CHOP inhibitor,PPC-1+TRAIL kill,EP2 mod,TRPML3 ag,zfTRPN1 agonist
CCCOC(=O)c1cccc(Nc2nc(-c3cccnc3)nc3ccccc23)c1,13,-1,-6,28[fluorescence artefact?],96*,11,-65,0.4,0.2
O=c1c2ccccc2[nH]c(=S)n1-c1cccc(S(=O)(=O)N2CCCC2)c1,9,11,-5,-2,28,2,-10,0.3,1.4
Cc1ccc2sc(=O)[nH]c2c1,11,1,.,-11,11,8,3,-0.7,0.3
CC(C)=C1SC(N2CCCCC2)=NC1=O,9,-3,7,4[fluorescence artefact?],-20,-2,15,0.1,-0.2
COc1ccc(N(CC(=O)NCCC2=CCCCC2)S(C)(=O)=O)cc1,7,-6,3,1,12,4,-1,0.2,-2.1
CCOc1ncccc1C(=O)Nc1ccc(S(=O)(=O)NC2=NCCCCC2)cc1,3,-6,3,-1,29,-8,6,1.0,1.2

# Results in 14-3-3 Bad inh, TRPML3 ag and EP2 antag, for some of the entries so far:
canonical_smiles	14-3-3 Bad inh	TRPML3 ag	EP2 antag
COc1ccc(N(CC(=O)NCCC2=CCCCC2)S(C)(=O)=O)cc1	1	0.2	7
CCOc1ncccc1C(=O)Nc1ccc(S(=O)(=O)NC2=NCCCCC2)cc1	-1	1.0	3
